CYP2C9 inh: inhibitors of human CYP2C9; CYP2C9 Supersomes, luciferin-H conversion, luminescence; P11712; inhibition, % at 5 µM; 96,000 tested, 20% active;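 active = blocking of liver enzyme CYP2C9 beyond about 50% at 5 µM, limit read from the data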; note: values of inactives mirror those of a sister screen read the other way
Target sequence (P11712 whole entry, looked up): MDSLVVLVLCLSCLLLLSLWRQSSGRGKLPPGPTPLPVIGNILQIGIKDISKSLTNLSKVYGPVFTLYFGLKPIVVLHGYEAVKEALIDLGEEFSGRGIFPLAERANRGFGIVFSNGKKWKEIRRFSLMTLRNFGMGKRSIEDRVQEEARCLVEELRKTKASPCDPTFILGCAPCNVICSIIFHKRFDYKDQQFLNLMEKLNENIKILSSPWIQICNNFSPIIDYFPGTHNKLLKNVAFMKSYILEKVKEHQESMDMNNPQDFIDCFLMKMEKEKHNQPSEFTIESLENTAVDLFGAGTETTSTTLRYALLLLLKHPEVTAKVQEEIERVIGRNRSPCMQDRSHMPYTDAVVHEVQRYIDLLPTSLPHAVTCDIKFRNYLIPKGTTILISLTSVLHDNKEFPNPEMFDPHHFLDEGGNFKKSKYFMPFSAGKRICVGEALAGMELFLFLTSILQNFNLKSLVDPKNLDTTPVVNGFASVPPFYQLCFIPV
HUVEC tox IL1B: HUVEC cytotoxicity counter-screen, IL-1B stimulated | HUVEC cell count loss, Hoechst imaging | cell count reduction, % at 2 µM | 94,000 tested, 0.41% active | AID 845;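 active = cell count reduction more than 3 SD above the screen-wide mean, cut at about 70% in these data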;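 note: normalized per plate to untreated control cells as the no-loss baseline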
HUVEC tox TNFa: HUVEC cytotoxicity counter-screen, TNF alpha stimulated; HUVEC TNFalpha-stimulated, Hoechst cell count, imaging; cell count reduction, % at 2 µM; 93,000 tested, 0.17% active;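 active = cell count reduction exceeding the screen mean by over 5 SD, scaled to untreated wells per plate, cut at about 78% in these data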;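 note: cells counted after 24 h of TNF alpha exposure following the 1 h pretreatment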
VCAM1 TNFa inh: reduces TNF alpha induced VCAM1 expression in HUVEC | inhibition, % at 2 µM | HUVEC TNFa-induced VCAM-1 immunofluorescence, high-content imaging | 95,000 tested, 0.48% active | AID 802;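 active = inhibition above the batch mean plus 3 SD, with images confirmed as a hit by eye, cut at about 37% in these data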;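 note: 0% = TNF-stimulated DMSO wells and 100% = unstimulated control wells; not every result past the cut was called active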
CYP2C19 act: increases human CYP2C19 enzyme activity; AID 1025; P33261; activation factor at 5 µM; 96,000 tested, under 10 active; recombinant CYP2C19, luciferin-H EGE luminescence; active compounds read high; 0 = fully inhibited enzyme, 1 = untreated enzyme;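 active = activation factor of at least 2 at 5 µM in the primary screen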;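 note: 0 = wells with 2.5 mM tranylcypromine and 1 = vehicle-only wells; values of inactives mirror those of a sister screen read the other way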
Target sequence (P33261 whole entry, looked up): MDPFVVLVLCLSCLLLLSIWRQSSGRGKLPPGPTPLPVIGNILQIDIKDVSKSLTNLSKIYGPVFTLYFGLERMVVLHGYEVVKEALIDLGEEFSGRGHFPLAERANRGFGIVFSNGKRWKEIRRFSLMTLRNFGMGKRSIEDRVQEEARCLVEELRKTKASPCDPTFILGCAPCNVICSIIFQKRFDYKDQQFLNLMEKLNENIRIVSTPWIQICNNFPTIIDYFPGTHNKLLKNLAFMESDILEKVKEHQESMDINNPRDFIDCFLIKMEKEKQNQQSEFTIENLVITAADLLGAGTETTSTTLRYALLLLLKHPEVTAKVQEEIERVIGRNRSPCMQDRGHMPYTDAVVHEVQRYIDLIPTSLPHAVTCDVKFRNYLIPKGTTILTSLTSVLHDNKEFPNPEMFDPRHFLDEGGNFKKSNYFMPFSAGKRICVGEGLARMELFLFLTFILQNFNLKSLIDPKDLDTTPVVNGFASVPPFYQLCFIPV
DAT uptake mod: changed human dopamine transporter uptake under cocaine IC80; LLC-PK1 hDAT cells, [14C]-dopamine uptake with cocaine IC80; actives deviate in either direction; B-score at 10 µM; 110,000 tested, 1.3% active;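 active = Z score or B-score, a plate-position-corrected score, falls beyond the plate's 99.7% confidence bounds, in either direction; inactive = both scores lie inside the 99.7% bounds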;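 note: scored against the spread of the other compound wells on the same plate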
CYP2C19 inh: human CYP2C19 inhibition; P33261; inhibition, % at 5 µM; 96,000 tested, 21% active; AID 778; CYP2C19 Supersomes, luciferin-H EGE luminescence, 30 min;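 active = CYP2C19 inhibition above a set limit at 5 µM in the primary screen, cut at about 50% in these data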;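 note: plate controls were negative control wells for no effect and 2.5 mM tranylcypromine positive control for full effect; values of inactives mirror those of a sister screen read the other way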
Candida biofilm: kills Candida albicans biofilms. C. albicans biofilm + clotrimazole, Alamar Blue. inhibition, % at 6 µM. 85,000 tested, 0.14% active. AID 834;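 active = inhibition above 20%; inactive = inhibition below 20%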;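 note: preformed 24 hr biofilms exposed to compound for 48 hr; 0% = biofilm without compound and 100% = blank killed by clotrimazole plus chlorhexidine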
CYP2C9 act: activators of human CYP2C9 | AID 1024 | 96,000 tested, 1.4% active | P11712 | recombinant CYP2C9, luciferin-H conversion, luminescence; active compounds read high; factor 1 = untreated enzyme, 0 = blocked | activation factor at 5 µM;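 active = activation factor of 2 or more for CYP2C9 at a 5 µM dose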;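 note: 0 = sulfaphenazole-blocked wells and 1 = vehicle-only wells; values of inactives mirror those of a sister screen read the other way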
Numbers without * were called inactive; nt = not tested or not shown. Rows are unselected (roughly 29% active in at least one column).

SMILES | CYP2C9 inh | HUVEC tox IL1B | HUVEC tox TNFa | VCAM1 TNFa inh | CYP2C19 act | DAT uptake mod | CYP2C19 inh | Candida biofilm | CYP2C9 act
CC(=O)c1c(C)n([O-])c2cc(C)ccc2[n+]1=O | 14 | -70 | -38 | 7 | 1 | -0.89 | 4 | nt | 0.9
Cc1nc2ccc(S(=O)(=O)N(C)CC(=O)N3CCc4ccccc4C3)cc2s1 | 45 | -25 | -39 | 2 | 0.6 | 0.65 | 39 | 0 | 0.6
Cc1csc2ncc(C(=O)NC(C)c3ccccc3)c(=O)n12 (stereo unspecified) | -36 | 0 | 0 | 22 | 0.5 | 1 | 48 | nt | 1.4
CCCOc1ccc(N2C(=O)CC(N3CCN(c4ccccc4OC)CC3)C2=O)cc1 (stereo unspecified) | -13 | 4 | -35 | 3 | 1 | 0.75 | 1 | 6 | 1.1
OCCc1ccc(-c2ccc(Cl)cc2)o1 | 45 | 9 | 3 | 7 | 0.5 | -0.31 | 47 | 4 | 0.5
c1ccc(-n2nnnc2SCc2cn3cccnc3n2)cc1 | 8 | -22 | -11 | 0 | 0.5 | 0.39 | 46 | 2 | 0.9
COC(=O)c1c(NC(=O)c2ccco2)sc2c1C(C(=O)OC)CC2 (stereo unspecified) | 62* | 3 | -33 | 13 | 0.7 | 0.36 | 34 | nt | 0.4
CCN(CC)S(=O)(=O)c1ccc(NC(=O)COC(=O)c2ccc(-n3nc(C)cc3C)cc2)cc1 | 71* | -4 | -9 | 15 | 0.2 | 0.023 | 85* | 2 | 0.3
CC(NS(=O)(=O)c1ccc(OCC(=O)N2CCOCC2)c(Cl)c1)c1ccccc1 (stereo unspecified) | 64* | -63 | 3 | 18 | 0.5 | 0.017 | 49 | 7 | 0.4
O=C1CN(C(=O)OCc2ccccc2)c2ccccc2N1 | 43 | 17 | 8 | 34 | 0.3 | -0.082 | 69* | 14 | 0.6
CCOc1ccc(S(=O)(=O)NCCC2=CCCCC2)c2ccccc12 | -1 | -20 | -6 | 12 | 0.1 | 0.78 | 88* | 3 | 1
CCN(CC)CCn1c(=N)n(CCOc2ccccc2)c2ccccc21 | 10 | -4 | -16 | -14 | 1 | -0.53 | 5 | 6 | 0.9
O=C(Nc1ccc(C(=O)N2CCCCC2)cc1)c1ccc(Br)cc1 | 9 | 9 | -25 | -8 | 0.9 | 1.1 | 8 | nt | 0.9
c1ccc(-c2noc(C34CC5CC(CC(C5)C3)C4)n2)cc1 | 19 | 0 | -1 | -11 | 0.9 | -0.58 | 12 | -3 | 0.8
CCc1cccc2c(C#N)cn(CC(=O)NCCOC)c12 | 1 | -2 | -2 | -14 | 0.7 | -0.59 | 33 | 11 | 1
C/C=C/C=[N+](\[O-])C(C)/C(=N/O)c1ccc(F)cc1 (stereo unspecified) | -1 | -3 | -21 | 4 | 1 | -0.0047 | -1 | 11 | 1
Cc1ccc(O)c(C2=NOC(O)(C(F)(F)F)C2)c1 (stereo unspecified) | 17 | -7 | 12 | 2 | 0.3 | -0.21 | 68* | 6 | 0.8
CCCc1nc(-c2ccccc2O)n(-c2ccccc2)n1 | -17 | -46 | 6 | 21 | 0.7 | 2.6 | 34 | 6 | 1.2
Cc1ccc(C(=O)Nc2nc3ccccc3n3nnnc23)cc1 | 1 | -13 | 0 | -1 | 1 | -0.44 | 2 | 6 | 1
Cc1[nH]nc2nc(SCC(=O)NCC3CCCO3)n(-c3ccc(Br)cc3)c(=N)c12 (stereo unspecified) | 15 | 13 | -12 | -12 | 0.8 | 0.027 | 22 | 6 | 0.9
Cc1ccc(C(=O)NCCSc2snnc2C)cc1 | 4 | -31 | 4 | 9 | 0.7 | -0.056 | 28 | nt | 1
Cc1ccc(NC(=O)C(C)c2cccc(C(=O)c3ccccc3)c2)cc1 (stereo unspecified) | 58* | -10 | 4 | 12 | 0.1 | -1.1 | 92* | nt | 0.4
CN(C)Cc1nc2c(c(=O)[nH]1)C(C)(C)Cc1ccccc1-2 | 19 | 7 | -7 | -5 | 1 | -0.99 | 1 | 15 | 0.8
CCOC(=O)N1CCN(C(=O)c2ccccc2-c2ccccc2)CC1 | nt | -8 | -12 | -19 | nt | -0.67 | nt | 6 | nt
CCOC(=O)C1CCN(S(=O)(=O)c2c(C)n[nH]c2C)CC1 | 90* | 19 | 11 | 2 | 0.1 | -0.079 | 88* | 7 | 0.1
CCn1c(SCCC(C)C)nnc1-c1c[nH]c2ccccc12 | 2 | nt | nt | nt | 0.1 | 0.69 | 89* | 9 | 1
Cc1ccc(N(CC(N)=O)C2SC(=O)N(C)C2=O)cc1 (stereo unspecified) | -5 | nt | nt | nt | 0.8 | -0.61 | 17 | 7 | 1
CC(C)(C)c1ccc(CN(Cc2ccco2)Cc2nnnn2C2CCCC2)cc1 | nt | 3 | -11 | -4 | nt | 0.46 | nt | -8 | nt
O=C(NCC1CCCO1)c1onc(CSc2ccccc2F)c1C(=O)O (stereo unspecified) | 19 | -18 | 30 | 14 | 0.8 | 0.017 | 18 | nt | 0.8
Cc1ccc(Nc2c([N+](=O)[O-])c(=O)n(C)c3ccccc23)cc1C | -19 | 37 | 2 | -3 | 0.4 | -0.027 | 64* | nt | 1.2
Cc1cc(N2CCOCC2)nc2ccc(NC(=O)CCC(=O)N3CCC(C)CC3)cc12 | 11 | -4 | -22 | 2 | 0.8 | 1.1 | 18 | -2 | 0.9
Cc1[nH]nc(N=Cc2c(O)n(C)c(=O)n(C)c2=O)c1-c1ccccc1 | 5 | nt | nt | nt | 0.9 | 0.26 | 12 | 2 | 0.9
COc1ccccc1CC(=O)Nc1cc(Cl)ccc1O | -91 | nt | -24 | -3 | 0.5 | 1.1 | 51* | 10 | 1.9
Cc1ccc(C2CC2c2n[nH]c(=S)n2-c2ccc(C)cc2)cc1 (stereo unspecified) | 31 | -2 | -34 | 3 | 0.8 | 0.27 | 15 | nt | 0.7
O=C(/C=C/Nc1ccc(F)c(Cl)c1)c1ccco1 | 2 | -13 | 0 | 40 | 1 | -2.4 | 5 | 1 | 1
O=C(Cc1cccs1)Nc1nnc(-c2ccncc2)s1 | 96* | nt | nt | nt | 0 | -0.45 | 98* | -2 | 0
COc1ccc(S(=O)(=O)N(CC(=O)O)Cc2ccccc2)cc1OC | 19 | 9 | 7 | -11 | 0.9 | 0.36 | 8 | nt | 0.8
CCn1nc(C(=O)OC(C(=O)c2c[nH]c3ccccc23)c2ccccc2)c2ccccc2c1=O (stereo unspecified) | 74* | 2 | -4 | 32 | 0.7 | 1.3 | 34 | nt | 0.3
CCCCSc1nnc(CSc2nc3nc(C)cc(C)n3n2)o1 | 6 | 3 | 8 | 17 | 0.6 | -0.79 | 40 | nt | 0.9
O=C(Nc1ccccc1C(=O)N1CCCC1)c1cccc(S(=O)(=O)N2CCCCCC2)c1 | 80* | nt | nt | nt | 0.5 | 1.8 | 54* | 5 | 0.2
O=C(C1CCN(S(=O)(=O)Cc2ccccc2)CC1)N1CCN(c2ncccn2)CC1 | 21 | -190 | 7 | 2 | 1 | -0.019 | 2 | 8 | 0.8
O=C(c1cccs1)N(Cc1ccco1)Cc1cc2ccccc2[nH]c1=O | 67* | nt | nt | nt | 0.3 | 1.8 | 75* | 6 | 0.3
O=C(CCCCCN1C(=O)CCC1=O)Nc1ccc2c(c1)OCO2 | 36 | -31 | -18 | 5 | 0.7 | 0.77 | 25 | 6 | 0.6
CCOC(=O)c1c(C)n(C)c2ccc(OCC(O)CNC(CC)CO)cc12 (stereo unspecified) | -3 | -14 | -18 | 10 | 1.1 | 0.79 | -7 | 4 | 1
Cc1noc(C)c1C(=O)Nc1sc2c(c1C(N)=O)CCCCC2 | 9 | -35 | -19 | -6 | 0.9 | -0.73 | 14 | 4 | 0.9
O=C(CSc1ncnc2sc3c(c12)CCCC3)c1ccco1 | -3 | -5 | -6 | -16 | 1 | -0.51 | -2 | 4 | 1
CCOCN(C(=O)Cn1c(CO)nc2ccccc21)c1c(C)cccc1CC | 36 | -6 | -28 | -5 | 0.8 | 1.8 | 18 | 10 | 0.6
O=C(O/N=C/c1ccc2c(c1)OCO2)c1ccccc1Cl | -26 | 2 | -9 | 2 | 0.6 | -0.048 | 40 | nt | 1.3
COc1ccc(CC(=O)NCc2cn3ccsc3n2)cc1 | 4 | -16 | -8 | -6 | 0.8 | 0.66 | 19 | 3 | 1
Cn1c(=O)c2c(nc(CN3CCN(Cc4ccccc4)CC3)n2Cc2ccc(Cl)cc2)n(C)c1=O | 51* | -18 | -6 | -3 | 0.7 | 1 | 33 | 16 | 0.5
O=C(NC1CCCC1)c1noc2c1CCCCC2 | 30 | 1 | -13 | -2 | 0.6 | 0.0038 | 42 | 6 | 0.7
CS(=O)(=O)Nc1ccc(N2CCCCC2)c(Cl)c1 | 33 | 21 | nt | nt | 0.6 | 0.86 | 44 | 4 | 0.7
CCOCCOC(=O)C1=C(C)N(C)C(=O)NC1c1ccccc1Cl (stereo unspecified) | 12 | nt | nt | nt | 0.5 | -0.17 | 54* | 8 | 0.9
Cc1ccc(S(=O)(=O)NCCSc2nnnn2-c2cc(C)ccc2C)cc1 | -35 | -27 | -9 | -4 | 0.4 | -2.3 | 61* | 2 | 1.4
c1ccc2nc3c(nc2c1)[nH]c1ccccc13 | 22 | nt | nt | nt | 0.7 | -1.1 | 26 | 5 | 0.8
CCN(C(=O)CSc1nc2nc(C)cc(C)n2n1)c1cccc(C)c1 | 6 | 16 | -3 | -1 | 1 | -0.11 | -4 | 6 | 0.9
Cn1nnnc1SCC(=O)Nc1ccccn1 | 41 | -25 | -2 | 24 | 0.6 | -0.46 | 44 | -2 | 0.6
Cc1[nH]c2ccccc2c1/C=C(\C#N)C(=O)NC(C)c1ccccc1 (stereo unspecified) | -111 | -16 | -7 | -6 | 0.9 | nt | 15 | nt | 2.1*
O=C(CCCCCn1c(=O)[nH]c2ccsc2c1=O)NCc1cccs1 | 81* | nt | nt | nt | 0.6 | 0.015 | 38 | 3 | 0.2
Cn1c(SCC(=O)c2ccc(-c3ccccc3)cc2)nnc1-c1ccco1 | 56* | -7 | 0 | 3 | 0.3 | -0.39 | 68* | 4 | 0.4

Other structures.
SMILES | CYP2C9 inh | HUVEC tox IL1B | HUVEC tox TNFa | VCAM1 TNFa inh | CYP2C19 act | DAT uptake mod | CYP2C19 inh | Candida biofilm | CYP2C9 act
Cc1ccc2oc(=O)cc(CN3CCOCC3)c2c1 | -7 | -16 | 14 | -6 | 1 | -0.32 | 1 | 3 | 1.1
Cc1cccc(Oc2cc(NC(=O)c3ccccc3)cc([N+](=O)[O-])c2)c1 | 29 | -12 | -6 | -7 | 1 | -0.41 | -2 | nt | 0.7
COc1ccc(S(=O)(=O)O/N=C2\CCCc3ccccc32)cc1 | -56 | 0 | 3 | 9 | 0.6 | nt | 42 | 4 | 1.6
CC1(C)CC(=O)c2sc(N3CCCCC3)nc2C1 | 26 | 15 | -7 | -24 | 0.4 | 0.39 | 58* | -6 | 0.7
N#Cc1ccc(CSc2nnc(-c3cccnc3)n2-c2ccccc2)cc1 | 5 | nt | nt | nt | 0.9 | -0.17 | 6 | 3 | 1

Three of the entries above in order of their number in CYP2C19 act, smallest number first:
Molecule | CYP2C9 inh | VCAM1 TNFa inh | CYP2C19 act | DAT uptake mod | CYP2C19 inh | CYP2C9 act
CCOC(=O)C1CCN(S(=O)(=O)c2c(C)n[nH]c2C)CC1 | 90* | 2 | 0.1 | -0.079 | 88* | 0.1
Cc1csc2ncc(C(=O)NC(C)c3ccccc3)c(=O)n12 (stereo unspecified) | -36 | 22 | 0.5 | 1 | 48 | 1.4
Cn1nnnc1SCC(=O)Nc1ccccn1 | 41 | 24 | 0.6 | -0.46 | 44 | 0.6

From PubChem
